RORg inh – ROR gamma (mouse) transcription inhibition; P51450; Drosophila S2 Gal4-RORgamma UAS-luciferase reporter, 20 h; actives 5.4% (n = 310,000); AID 2551; Potency, µM (series often up to 53.6 µM), for the others: at the top dose activity change, negative = inhibition, most hits filed as inhibitors; further: on the % scale 0 is the no-effect control and ±100 the full control effect; nearly all actives have a fitted effect of over 60% in size
Target sequence (P51450 whole entry, looked up, the tested form may be a part): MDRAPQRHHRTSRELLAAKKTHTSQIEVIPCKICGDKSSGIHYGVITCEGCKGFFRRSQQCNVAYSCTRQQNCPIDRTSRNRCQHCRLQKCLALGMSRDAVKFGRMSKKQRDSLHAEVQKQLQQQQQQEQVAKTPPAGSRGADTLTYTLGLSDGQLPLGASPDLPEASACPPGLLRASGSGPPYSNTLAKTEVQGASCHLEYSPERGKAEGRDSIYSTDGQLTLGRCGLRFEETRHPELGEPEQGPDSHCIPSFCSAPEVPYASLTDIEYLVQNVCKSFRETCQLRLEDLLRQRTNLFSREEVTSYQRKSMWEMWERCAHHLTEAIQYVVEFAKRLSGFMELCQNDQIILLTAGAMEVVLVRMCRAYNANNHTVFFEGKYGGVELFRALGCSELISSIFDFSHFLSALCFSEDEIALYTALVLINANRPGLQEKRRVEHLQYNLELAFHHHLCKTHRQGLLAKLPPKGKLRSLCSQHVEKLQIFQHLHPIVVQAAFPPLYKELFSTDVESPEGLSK
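In this cell-based reporter format, copper sulfate (700 uM final) drives Gal4–ROR gamma fusion expression from a metallothionein promoter in Drosophila Schneider cells; compounds preincubated 1 hr, reporter read after 20 hr at ambient temperature.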
MBNL1-CUG inh – blocks human MBNL1 binding to CUG repeat RNA; Q9NR56; TR-FRET MBNL1-His/biotin-(CUG)12 binding, 665/545 ratio; Potency, µM (titrated, usually from 57.5 µM), without a hit: at the highest dose activity change, negative = inhibition, actives largely listed as inhibitors; actives 0.036% (n = 280,000); AID 2675; active means well fitted inhibition curve with a large enough effect in the signal ratio, with a control signal flat, not every such curve was filed as active; inconclusive means small, poorly fitted or top-dose-only effect, or effect the other way, or a change in a side signal; inactive means no such curve, though single readings can be large or run the other way; the % refers to the signal ratio; further: on the % scale 0 is the no-effect control and ±100 the full control effect
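Compounds (final 92 nM to 58 uM) are added to His-tagged MBNL1 and biotin-(CUG)12, then terbium anti-His antibody and streptavidin-XL665 (5 nM final). After 60 min at room temperature, the 665/545 nm ratio is read.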
FLuc counter – counter-screen for miR-21 project: firefly luciferase inhibitors or activators | P08659 | purified FLuc, Km substrates, luminescence inhibition | Potency, µM (series often up to 57.5 µM), without a hit: top-dose activity change, negative = inhibition, actives largely listed as inhibitors | actives 6.9% (n = 360,000);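 further: plate controls were vehicle for no effect and reference inhibitor for full effect; nearly all actives have a fitted effect of over 55% in size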
Target sequence (P08659 whole entry, looked up): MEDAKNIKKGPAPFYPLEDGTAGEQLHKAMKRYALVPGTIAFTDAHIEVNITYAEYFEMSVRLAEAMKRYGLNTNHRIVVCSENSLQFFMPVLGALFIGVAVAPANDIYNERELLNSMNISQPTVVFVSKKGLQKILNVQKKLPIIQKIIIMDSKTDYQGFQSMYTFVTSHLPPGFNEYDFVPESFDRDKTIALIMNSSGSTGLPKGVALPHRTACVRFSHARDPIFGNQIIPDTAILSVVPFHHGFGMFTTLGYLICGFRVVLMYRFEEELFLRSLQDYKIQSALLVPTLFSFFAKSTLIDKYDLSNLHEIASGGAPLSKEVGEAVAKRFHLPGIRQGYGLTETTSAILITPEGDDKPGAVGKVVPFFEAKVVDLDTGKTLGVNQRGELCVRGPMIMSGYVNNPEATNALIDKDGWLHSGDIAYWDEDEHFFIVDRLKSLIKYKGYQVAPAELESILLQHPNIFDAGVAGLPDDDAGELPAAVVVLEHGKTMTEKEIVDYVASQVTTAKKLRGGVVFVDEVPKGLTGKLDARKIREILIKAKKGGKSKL
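Biochemical qHTS of compounds, final roughly 60 µM downward over six points, against 10 nM purified firefly luciferase using Km concentrations of substrates (10 uM D-luciferin, 10 uM ATP) in Tris acetate pH 7.5 buffer; luminescence output.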
ELG1 genotox – inducers of genotoxicity in HEK293T ELG1-luciferase cells; HEK293T ELG1-luciferase reporter, luminescence, 16 h; Potency, µM (series often up to 46 µM), inactives show top-dose activity change, positive = activation, actives largely listed as activators; actives 1.3% (n = 330,000); further: % of control where 0% means no effect; nearly all actives have a fitted effect of over 60% in size
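HEK293T cells expressing luciferase-tagged ELG1 were treated with compound or DMSO for 16 hr at 37°C. Luciferase activity was then read after 30 min with ONE-Glo at room temperature; rising signal flags genetic stress.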
Gal4-VP16 FLuc – Gal4-VP16 reporter inhibition counter-screen. Drosophila S2 Gal4-VP16 UAS-luciferase, luminescence, 20 h. Potency, µM (highest dose often 53.6 µM), for the others: top-dose activity, negative = inhibition, usual class: inhibitors. actives 3.5% (n = 310,000). AID 2546;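 further: Gal4-VP16 expression switched on by copper sulfate through the metallothionein promoter; on the % scale 0 is the no-effect control and ±100 the full control effect; nearly all actives have a fitted effect of over 50% in size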
Rab9 promoter act – activates the Rab9 promoter; AID 485297; actives 2.8% (n = 320,000); Huh7 Rab9 promoter-luciferase reporter, luminescence, 24 h; Potency, µM (highest dose often 9.22 µM), for the others: top-dose activation, negative = inhibition, most hits filed as activators; further: % of control where 0% means no effect; nearly all actives have a fitted effect of over 60% in size
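Cells were plated at 1500 per well in reduced-serum medium with 10% FBS and left 2 h. Compound in DMSO was then added for 24 h at 37 °C. Reporter signal was read by luminescence after 10 min with luciferase detection reagent.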
CXXC DNA block – blocks binding of human MLL CXXC domain to DNA; Q03164; MLL-CXXC / FITC-HOXA9 DNA fluorescence polarization; Potency, µM (highest dose often 115 µM), inactives show top-dose activity change, negative = inhibition, most hits filed as inhibitors; actives 0.037% (n = 290,000); AID 2662; active means well fitted inhibition curve with a large enough effect in the polarisation, with a control signal flat, not every such curve was filed as active; inconclusive means small, poorly fitted or top-dose-only effect, or effect the other way, or a change in a side signal; inactive means no such curve, though single readings can be large or run the other way; the % refers to the polarisation
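Steps: dispense CXXC domain solution (7 uM) → pin compounds or unlabeled HOX-A9 DNA control → 5 min ambient → add FLSN-HOX-A9 solution (50 nM) → spin → 30 min ambient → fluorescence polarization. Tris pH 7.5/NaCl/DTT/BSA buffer.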
uPA surface inh – blocks generation of uPA at the cell surface. actives 0.31% (n = 330,000). cell surface uPA generation assay, qHTS. Potency, µM (series often up to 38.3 µM), for inactives: at the highest dose activity change, negative = inhibition, usual class: inhibitors; active means well fitted inhibition curve with a large enough effect; inconclusive means small, poorly fitted or top-dose-only effect; inactive means no such curve, though single readings can be large or run the other way; tested in mouse RAW 264.7 cells; further: on the % scale 0 is the no-effect control and ±100 the full control effect; nearly all actives have a fitted effect of over 55% in size
BRCA1 expr up – increases BRCA1 expression; Potency, µM (titrated, usually from 46.1 µM), without a hit: at the top dose activation, most hits filed as activators; MCF7-BRCA1-FFLuc reporter, luminescence, 48 h; response scale: scaled: vehicle 0%, 10 µM genistein 100%; AID 624202; actives 1.1% (n = 380,000); further: nearly all actives have a fitted effect of over 80% in size; some results filed as inactive show a strong effect at the top dose
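Luminescence from a BRCA1-driven firefly luciferase in MCF7 cells was the read-out, taken 15 min after substrate addition following 48 h compound exposure at 37 °C. Data were normalized to a 10 microM genistein control and DMSO vehicle.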
p53 reactivation – restores transcriptional activity of mutant p53 | H1299 p53-A138V BP100-luciferase reporter, luminescence, 24 h | Potency, µM (highest dose often 92.2 µM), inactives show at the top dose activity change, positive = activation, hits mostly activators | actives 0.063% (n = 320,000) | AID 504706; further: % of control where 0% means no effect; nearly all actives have a fitted effect of over 45% in size
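p53-null H1299 cells stably carrying temperature-sensitive p53-A138V and a BP100-luciferase reporter were pinned with compounds (4-point, 1:5 series) and held 24 hrs at 37 deg C. Luminescence was read 10 min after detection reagent.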
NPC1 prom act – activators of NPC1 promoter; AID 485313; actives 2.4% (n = 320,000); Huh7 NPC1 promoter luciferase reporter, 24 h; Potency, µM (titrated, usually from 9.22 µM), for inactives: at the highest dose activation, usual class: activators;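 further: % of control where 0% means no effect; nearly all actives have a fitted effect of over 60% in size; reporter is driven by a mutant NPC1 promoter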
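Luminescence from an NPC1 promoter-driven luciferase reporter in stably transfected Huh7 cells was measured after 24 h compound treatment at 37 °C, followed by 10 min ambient incubation with luciferase detection reagent.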
Starred values were filed as active, the others as inactive; ? = inconclusive; . = not tested or not shown; [ ] = remark or other dose. Unless noted, the call rests on the fitted dose curve; in most records, active means well fitted curve in the direction sought with a large enough effect; inconclusive means small, poorly fitted or top-dose-only effect, or another doubt; inactive means no such curve, though single readings can be large; an effect the other way counts as inactive or inconclusive. Potency means the concentration at half of the fitted maximal effect. A portion of the library; rates above refer to the full screens.

#	compound	Gal4-VP16 FLuc	MBNL1-CUG inh	uPA surface inh	BRCA1 expr up	RORg inh	CXXC DNA block	ELG1 genotox	Rab9 promoter act	FLuc counter	NPC1 prom act	p53 reactivation
1	COc1ccc(CN(N=O)C2CC(=O)N(c3ccc(OC)cc3)C2=O)cc1 (configuration not stated)	14µM*	6%	2%	-1%	?	6%	0%	0%	-3%	0%	1%
2	COc1ccccc1N1CC(C(=O)Nc2nnc(SCC(=O)NC(C)C)s2)CC1=O (configuration not stated)	-8%	4%	11%	19%	-16%	-6%	5%	3%	-4%	-1%	9%
3	c1ccc2nc(N3CCN(Cc4ccc5c(c4)OCO5)CC3)cnc2c1	0%[10 µM]	8%	-3%	-2%	?	8%	-6%	-2%	-17%	-3%	-4%
4	O=C(Nc1ccc(Cl)c(Cl)c1)Nc1ccon1	-10%	-19%	-12%	-44%	23%	?	-18%	-14%	?	-25%	-9%
5	O=C(O)C1CCN(Cc2ccccn2)CC1	-6%	-3%	-3%	-11%	2%	2%	2%	-4%	2%	-8%	1%
6	COc1ccc(C(=O)NCc2ccc(C)cc2)cc1S(=O)(=O)N1CCCC1	.	.	6%	1%	.	.	-3%	13%	0%	-3%	-10%
7	NS(=O)(=O)c1cc(C(=O)OCC(=O)c2ccccc2)c(Cl)cc1Cl	4%	-11%	-2%	-7%	21%	-13%	4%	-3%	?	-1%	3%
8	CCOP(=O)(OCC)C(NC(=O)Nc1ccc(C)c(Cl)c1)c1ccccc1 (configuration not stated)	9%	0%	4%	-8%	23%	11%	1%	-3%	-14%	-6%	9%
9	O=C(NCCN1CCOCC1)c1ccccc1N1C(=O)[C@@H]2Cc3c([nH]c4ccccc34)C(c3ccc(F)cc3)N2C1=O (some centres not stated)	-13%	-6%	-22%	-26%	32%	?	-4%	9%	0%	4%	2%
10	CCN(CC)S(=O)(=O)c1ccc(N2CCOCC2)c(NC(=O)C(C)Oc2ccc(F)cc2)c1 (configuration not stated)	.	.	10%	-12%	.	.	-2%	-5%	4%	-7%	-5%
11	O=C(CSc1nnc(NC(=O)c2ccccc2F)s1)NC1CCCC1	-4%	-14%	-12%	76%	8%	16%	8%	3.2µM*	11µM*	?	?
12	Cc1ccc(CN2C(=O)C3CCCN3c3ccc(C#N)cc32)cc1 (configuration not stated)	-1%	32%[activator]	.	.	2%	17%	-1%	3%	-2%	-5%	3%
13	CCN(CC)S(=O)(=O)c1ccc(N2CCCC2)c(NC(=O)c2ccccc2OC)c1	2%	2%	0%	-24%	41%	0%	-5%	-9%	0%	-6%	1%
14	Cn1nc(C(=O)NNC(=O)C2CSC3(C)CCC(=O)N23)c2ccccc2c1=O (configuration not stated)	.	.	0%	-1%	.	.	0%	-5%	7%	-3%	5%
15	N#CCC(CNc1ncc(C(F)(F)F)cc1Cl)OC(=O)c1ccc(Cl)cc1Cl (configuration not stated)	?	-4%	-26%	-30%	44%	-11%	-3%	-1%	1%	-4%	-13%
16	CCC1(CC)Cc2ccccc2C(Nc2c(C)n(C)n(-c3ccccc3)c2=O)=N1	-8%	-6%	1%	-1%	22%	23%	-1%	-5%	-2%	6%	-3%
17	N#Cc1cccc(NC(=O)CNc2cccc(S(=O)(=O)N3CCCCC3)c2)c1	.	.	-1%	-30%	.	.	-7%	-1%	-12%	-2%	-2%
18	CCOC(=O)c1sc(N)nc1C(C)(C)C	-8%	2%	-2%	-34%	4%	0%	-2%	-4%	6%	-1%	-6%
19	Cn1nccc1C(=O)N1CCN(c2cccc(Cl)c2)CC1	.	4%	-10%	0%	.	-14%	-2%	-5%	0%	0%	.
20	COc1ccc(NC(=O)c2nnn(CC(=O)Nc3ccc4c(c3)OCO4)c2N)cc1OC	-2%	-19%	-2%	-2%	-1%	1%	0%[9.26 µM]	-4%	-5%	-5%	6%
21	COc1cc(CN(C(=O)c2ccco2)C2CCS(=O)(=O)C2)cc(OC)c1OC (configuration not stated)	2%	-4%	6%	12%	-27%	1%	2%	-3%	-3%	-1%	2%
22	Cc1ccc(-c2csc(NC(=O)c3ccc(Br)cc3)c2C(=O)O)cc1	-4%	-5%	-4%	2µM*	7%	-1%	2%	3.5µM*	12µM*	2.5µM*	?
23	COc1ccc(N2CN=C3SCC(=O)N3C2)cc1	7%	8%	-7%	14%	-28%	-1%	10%	-1%	0%	0%	14%
24	Cc1ccsc1/C=N/NC(=O)CNC(=O)c1ccccc1	2%	?	-28%	16%	2%	-11%	1%[9.26 µM]	4%	-10%	-2%	3%
25	COc1ccc(-c2cc3c(=O)n(CC(=O)NCCCN4CCC(N5CCCCC5)CC4)nc(C)n3n2)cc1	4%	-15%	1%	9%	15%	14%	5%	0%	-9%	1%	27%
26	CC(=O)NCCc1ccc(S(=O)(=O)NCc2ccc3c(c2)OCO3)cc1	1%	-8%	7%	-2%	-4%	-3%	1%	-3%	3%	-12%	3%
27	COc1cc2c(cc1OC)C(C)N(C(=O)Nc1ccc(F)cc1)CC2 (configuration not stated)	6%	-5%	?	-37%	17%	32%[activator]	-5%	-6%	0%	-24%	-4%
28	Cc1c(C(=O)NCCC2=CCCCC2)sc2ncnc(N3CCCCC3C)c12 (configuration not stated)	2%	25%	-5%	-24%	1%	-7%	-4%	-2%	7%	-3%	18%
29	N#Cc1cccc2cnccc12	0%	?	-8%	17%	0%	8%	-15%	8%	1%	1%	-1%
30	O=C(CC1C(=O)NCCN1C(=O)Nc1ccccc1)Nc1ccc2c(c1)OCCO2 (configuration not stated)	-3%	4%	1%	1%	20%	8%	4%	-2%	11%	3%	-1%
31	O=C(N/N=C/c1sc(N2CCOCC2)nc1-c1ccccc1)c1cccc(S(=O)(=O)N2CCOCC2)c1	-8%	9%	?	-76%	?	51%[activator]	-11%	-43%[inhibitor]	0%	-38%[inhibitor]	-6%
32	Cc1ccc(N(C(=O)CCl)C(C(=O)NC2CCCCC2)c2cccnc2)cc1C (configuration not stated)	?	.	-9%	-82%	11µM*	-3%	-14%	-40%[inhibitor]	8%	-39%[inhibitor]	-23%
33	Cc1cc(NC(=O)Cc2ccccc2)ccc1NC(=O)c1cccs1	2%	-11%	2%	24%	13%	-13%	-2%	0%	-5%	-3%	1%
34	Cc1ccc(-n2nnnc2SC(C)C(=O)Nc2ccccc2-c2ccccc2)cc1 (configuration not stated)	-16%	4%	-1%	-43%	?	-4%	-2%	2%	2%	0%	-29%
35	O=C(Cc1cccs1)N1CCCC(c2nc(-c3ccc(S(=O)(=O)N4CCCC4)cc3)no2)C1 (configuration not stated)	3%	-7%	-9%	-44%	-16%	2%	-6%	-2%	0%	0%	-1%
36	O=c1c(Cl)c(Cl)cnn1Cc1nnc(-c2ccccc2Br)o1	?	479%[activator]	-12%	-90%[inhibitor]	?	10%	-24%	-48%[inhibitor]	-19%	-48%[inhibitor]	-13%
37	Cn1c(N)c(C#N)c2c(c1=S)COC(C)(C)C2	6%	?	0%	-2%	0%	6%	1%	-4%	-1%	1%	-1%
38	CCC(C)c1ccccc1OCCOCCN1CCCC1 (configuration not stated)	4%	-13%	3%	-35%	4%	3%	-5%	0%	-1%	-1%	3%
39	CCCCN(CC)c1nc(-c2ccncc2)nc2ccccc12	6%	1%	-2%	-84%[inhibitor]	-3%	2%	-25%	5%	-1%	4%	1%
40	O=S(=O)(Nc1ccc2cn[nH]c2c1)c1ccc(Cl)s1	-1%	-3%	1%	-20%	4%	-5%	-6%	-4%	-10%	-1%	-3%
41	O=C(Cn1c2[n+](c3ccc(C(F)(F)F)cc31)CCCCC2)Nc1ccc(Br)cc1	6%	-6%	3%	-20%	0%	-1%	-3%	-8%	3%	-2%	-2%
42	COCCn1c(SCC(N)=O)nnc1-c1c[nH]c2ccccc12	-5%	7%	8%	62%	-4%	-9%	-1%	-10%	-1%	-2%	1%
43	COC(=O)c1ccccc1NC(=O)C1CCN(C(=O)c2cc(OC)c(OC)c(OC)c2)CC1	-2%	2%	3%	-3%	-23%	1%	-5%	-5%	0%	-1%	1%
44	COc1ccc(/C=C/C(=O)N2c3ccccc3Sc3ccc(C(F)(F)F)cc32)cc1	-13%	.	5%	-24%	19%	-8%	-1%	-1%	6%	-6%	2%

Source: PubChem (National Center for Advancing Translational Sciences (NCATS))
